Screening data deposited in PubChem by National Center for Advancing Translational Sciences (NCATS).
TDP1 block – qHTS Assay for Inhibitors of Tyrosyl-DNA Phosphodiesterase (TDP1); Tyrosyl-DNA phosphodiesterase 1 (Homo sapiens), Q9NUW8; recombinant TDP1, AlphaScreen DNA substrate cleavage; Potency, µM (titrated, usually from 130 µM), without a hit: at the highest dose activity change, negative = inhibition, usual class: inhibitors; 0.28% of 350,000 active; active = well fitted inhibition curve with a large enough effect; inconclusive = small, poorly fitted or top-dose-only effect; inactive = no such curve, though single readings can be large or run the other way; note: nearly all actives have a fitted effect of over 40% in size
Target sequence (Q9NUW8 whole entry, looked up): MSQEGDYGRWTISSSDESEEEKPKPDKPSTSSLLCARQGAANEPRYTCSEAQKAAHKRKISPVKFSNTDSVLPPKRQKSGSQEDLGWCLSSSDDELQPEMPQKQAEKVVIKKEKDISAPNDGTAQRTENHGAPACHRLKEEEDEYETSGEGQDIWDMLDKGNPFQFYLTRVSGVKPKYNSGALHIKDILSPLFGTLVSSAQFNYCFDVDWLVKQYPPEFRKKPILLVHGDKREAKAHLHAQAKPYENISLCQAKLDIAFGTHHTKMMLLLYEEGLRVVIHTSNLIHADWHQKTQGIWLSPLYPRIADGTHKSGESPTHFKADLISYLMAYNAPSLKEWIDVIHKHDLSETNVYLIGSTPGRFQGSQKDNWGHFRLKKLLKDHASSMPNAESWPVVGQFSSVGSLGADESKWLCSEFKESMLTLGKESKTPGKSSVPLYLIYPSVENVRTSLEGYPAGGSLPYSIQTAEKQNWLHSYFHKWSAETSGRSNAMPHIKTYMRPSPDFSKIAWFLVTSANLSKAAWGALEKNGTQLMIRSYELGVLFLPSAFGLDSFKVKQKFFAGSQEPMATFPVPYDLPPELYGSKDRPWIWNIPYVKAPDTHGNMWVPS
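Steps: enzyme plus compound, 15 min RT; add biotin/phosphotyrosine-FITC oligonucleotide (15 nM final), react 5 min; add donor/acceptor beads (10 ug/ml final), 10 min; read AlphaScreen. Tdp1 at 1 nM final.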
Numbers without * were called inactive; ? = inconclusive; [ ] = dose if it differs, or a comment. % is set by controls: 0 for no effect and ±100 for the full control effect; potency is the fitted concentration of half-maximal effect. These rows are one share of the data; the hit share may differ from the screen's.

structure	TDP1 block
O=C1C2C(c3ccccc3)CC=CC2C(c2ccoc2)N1Cc1ccccc1 (centres undefined)	11%
CCCn1c(-c2ccc(F)cc2)nc2c(NCCCN(CCO)CCO)nc(C)nc21	9%
CCN1C(=O)[C@H]2[C@H]3[C@H](O)[C@H](O)C/C(=N/O[C@@H](C)c4cc(-c5c(C)cc(C)cc5C)no4)[C@@H]3CC[C@@H]2C1=O	9%[21 µM]
Cc1ccccc1OC1C=CC(C#Cc2ccc(Br)cc2)OC1CO (centres undefined)	10%[21 µM]
CCCNC(=O)OC[C@@H]1O[C@H](CCO/N=C(\C)CCN2CCCc3nc(C)c(C)cc32)C=C[C@@H]1Oc1ccc(OC)cc1	8%[21 µM]
COc1ccc(C2C=C3CNS(=O)(=O)C3CC2OC(=O)c2cccc(C)c2)cc1 (centres undefined)	10%
CCCCCCCC1=Cc2ccc(F)cc2C(C(C(C)=O)C(=O)OC)N1C(=O)OC (centres undefined)	4%
C[C@H]1Cc2c(-c3ccccc3)nc3c(c2CO1)CN(C(=O)C1CC1)CC3	4%[21 µM]
CSCC[C@@H]1NC(=O)C/C=C\[C@@H](C)COC(=O)[C@@H](C)COC1=O	5%[21 µM]
COC(=O)C1C(C)OC(=O)NC1c1ccccc1 (centres undefined)	9%[21 µM]
CCC1=C2CC[C@H]3C(=O)N(CC(=O)OC)C(=O)[C@H]3[C@H]2[C@@]2(C)C(=O)N(Cc3ccccc3)C(=O)N2C1=O	4%
CC1CCC(C(=O)O)NC1c1ccc(C#CCN(C)C)cc1 (centres undefined)	8%[21 µM]
COc1ccc(O[C@H]2C=C[C@@H](c3ccccc3)O[C@H]2COC(=O)CC/C(C)=N/OCC[C@@H]2C=C[C@H](OC(C)=O)[C@H](COC(C)=O)O2)cc1	5%[21 µM]
CC(=O)OC[C@@H]1O[C@@H](O/N=C2/C[C@@H](O)[C@@H](O)[C@@H]3[C@@H]4C(=O)N(C(C)(C)C)C(=O)[C@H]4CC[C@@H]23)[C@H](OC(C)=O)[C@H](OC(C)=O)[C@@H]1OC(C)=O	4%[21 µM]
CCCCCCCN	4%
CN(C)c1nc(N)c(C(=O)Nc2cccnc2)nc1Cl	6%
CNC(=O)[C@]1(C)C[C@H]1[C@H](NC(=O)[C@]1(C)C[C@H]1[C@H](NC(=O)[C@]1(C)C[C@H]1[C@H](NC(=O)[C@]1(C)C[C@H]1[C@H](NC(=O)OCc1ccccc1)c1ccccc1)c1ccccc1)c1ccccc1)c1ccccc1	6%
CCN(CC)/[N+]([O-])=N/Oc1cc(O/N=[N+](\[O-])N(C)C)c([N+](=O)[O-])cc1[N+](=O)[O-]	15%
COC(=O)[C@@H]1C[C@@]2(O)[C@@H](O)[C@@H](O)[C@@H](O)C[C@H]2N1Cc1ccc(N2CCOCC2)cc1	4%
CCCC(=O)NCCc1c2n(c3ccc(OC)cc13)Cc1ccccc1-2	16%[56.1 µM]

Overlap with the part before: four entries, followed by the next part.
structure	TDP1 block
CNC(=O)[C@]1(C)C[C@H]1[C@H](NC(=O)[C@]1(C)C[C@H]1[C@H](NC(=O)[C@]1(C)C[C@H]1[C@H](NC(=O)[C@]1(C)C[C@H]1[C@H](NC(=O)OCc1ccccc1)c1ccccc1)c1ccccc1)c1ccccc1)c1ccccc1	6%
CCN(CC)/[N+]([O-])=N/Oc1cc(O/N=[N+](\[O-])N(C)C)c([N+](=O)[O-])cc1[N+](=O)[O-]	15%
COC(=O)[C@@H]1C[C@@]2(O)[C@@H](O)[C@@H](O)[C@@H](O)C[C@H]2N1Cc1ccc(N2CCOCC2)cc1	4%
CCCC(=O)NCCc1c2n(c3ccc(OC)cc13)Cc1ccccc1-2	16%[56.1 µM]
C#CCCCO/N=C1/C[C@@H](O)[C@@H](O)[C@@H]2[C@@H]3C(=O)N(CCC(=O)OCC)C(=O)[C@H]3CC[C@@H]12	4%[21 µM]
COc1ccc(C2Nc3ccccc3C(=O)N2Cc2ccccc2)cc1OCc1ccc(NC(C)=O)cc1 (centres undefined)	3%
O=S(=O)(c1ccc(Cl)cc1)N1CCN(c2nc(-c3ccc(Cl)cc3)nc3ccccc23)CC1	1%
NC(=O)C1=CN(C2OC(COP(=O)(O)OP(=O)(O)OC[C@H]3O[C@@H](n4cnc5c(N)ncnc54)[C@H](OP(=O)(O)O)[C@H]3O)C(O)C2O)C=CC1 (some centres undefined)	-5%[56.1 µM]
CC(C)CO/N=C1/C[C@@H](O)[C@@H](O)[C@@H]2[C@@H]3C(=O)N(C(C)(C)C)C(=O)[C@H]3CC[C@@H]12	7%[21 µM]
COC(=O)N1C2CC(=O)O[C@@H]3c4cc5c(cc4[C@]1(C)[C@@]3(Br)c1ccccc12)OCO5	-12%[12.3 µM]
COc1ccc(S(=O)(=O)Nc2cccc3ccccc23)cc1	0%
CC(C)CCN1CCc2nc(-c3ccccc3)c3c(c2C1)COC(C)C3 (centres undefined)	11%[21 µM]
COc1ccc(C2CC(=O)Oc3c(C(CCN4CCCC(C)C4)c4cc(OC)c(OC)c(OC)c4)c(OC)cc(OC)c32)cc1 (centres undefined)	9%
O=C(OCC#CCSc1nnc(-c2cccc3ccccc23)o1)c1sc(Cl)c(Cl)c1Cl	-2%
COc1ccc(-c2nnc3n2N=C(c2cc(OC)ccc2OC)CS3)cc1	16%
CCN1C(=O)[C@H]2[C@H]3[C@H](O)[C@H](O)C/C(=N/OCc4ccccc4)[C@@H]3CC[C@@H]2C1=O	-2%[21 µM]
Cc1ccc(S(=O)(=O)OCCc2ccccc2)cc1	6%
CC(Nc1ncnc2ccc(-c3ccc4c(c3)OCO4)cc12)c1ccco1 (centres undefined)	5%
c1ccc(SCCSc2ccccc2)cc1	1%
COC(=O)[C@@H]1CC[C@H](C)[C@@H](c2ccc(C)cc2)N1C(=O)c1ccc(/C=N\O[C@@H](C)c2cn([C@H]3COC[C@H]3O)nn2)cc1	7%[21 µM]
O=C1C2=CC[C@H]3C(=O)N(Cc4ccccc4)C(=O)[C@@H]3[C@@H]2[C@H](O)[C@@H]2O[C@H]12	3%[21 µM]
COC(=O)c1ccc(C(NC(=O)OCc2ccccc2)/C(C)=C/[C@@H](C)C(=O)NC2CCCCC2)cc1 (some centres undefined)	9%
Oc1ccc2c(c1)OCO2	4%
COC(=O)[C@H](C)[C@H](CC(C)C)NC(=O)[C@H](C)[C@H](CC(C)C)NC(=O)c1ccccn1	7%

structure	TDP1 block
COc1cccc2c1N(C)C(=O)CC21C=CC(=O)C=C1	4%
CCCCCCN(C(=O)CCCCCN1C(=O)NC(c2ccc(C(F)(F)F)cc2)C(C(=O)OCc2ccccc2)=C1C)C(C(=O)NCCCC)c1ccc(OCC(=O)OC)c(C(=O)OC)c1 (centres undefined)	12%
CC(=O)OC[C@@H]1O[C@H](C/C=N\O[C@@H](C)CN2CCCCc3nc(C)c(C)cc32)C=C[C@@H]1OC(C)=O	8%[21 µM]
CCCC/C=C/C(NC(=O)c1cccs1)c1ccccc1 (centres undefined)	-7%
COc1ccc2c(c1)C(=O)[C@@H](OC(=O)NC1CCCC1)[C@H](c1ccc(OC)c(Br)c1)O2	4%
COc1cc(/C=C/c2ccccc2)oc(=O)c1	-3%
O=C(O)CCc1cc(F)c(S(=O)(=O)N2CCN(S(=O)(=O)c3ccc4c(c3)OCCO4)CC2)cc1F	2%
CC(C)CC1(C(=O)NCC2CC2)C=CCN1C(=O)c1ccccc1 (centres undefined)	1%
CC(=O)Nc1ccc(OCc2cccc(C3Nc4ccccc4C(=O)N3Cc3ccco3)c2)cc1 (centres undefined)	0%
CCCCNc1nc(C)nc2c1nc(-c1ccccc1)n2CCN1CCCCC1	5%
CCCCNC(=O)C(c1ccc(OCC(=O)OC)c(C(=O)OC)c1)N(Cc1ccccn1)C(=O)CCCCCN1C(=O)NC(c2ccc(-c3ccccc3)cc2)C(C(=O)OCc2ccccc2)=C1C (centres undefined)	10%
N#CCCCS(=O)(=O)c1nnnn1C1CCCCC1	6%
Cc1cccc(Br)c1	12%
CNc1nc(C#N)nc(Nc2ccccc2)n1	10%
COCCCc1cc(F)c(S(=O)(=O)N2CCN(S(=O)(=O)c3ccc4c(c3)OCCO4)CC2)cc1F	1%
CC(N)CN (centres undefined)	12%
COc1ccc(C2C3=C(N=CN(CCN4CCOCC4)C3N)Oc3ccccc32)cc1OC (centres undefined)	3%
N#Cc1nc(Nc2cccc3ccccc23)nc(NC2CCCC2)n1	2%
C[C@@H]1NC(=O)[C@@H](C)COC(=O)[C@H](C)NC(=O)[C@@H](C)COC1=O	9%[21 µM]
CNC(=O)C1(C(F)(F)F)C/C(=C\Cc2ccccc2)CCCO1 (centres undefined)	4%

Shown with each value named: entries from further up.
> COc1cc(/C=C/c2ccccc2)oc(=O)c1
  TDP1 block = -3%

> O=C(O)CCc1cc(F)c(S(=O)(=O)N2CCN(S(=O)(=O)c3ccc4c(c3)OCCO4)CC2)cc1F
  TDP1 block = 2%

Carrying on.
structure	TDP1 block
CC1(OC(=O)c2ccc(Cl)nc2)C(=O)C=C2C=C(c3ccsc3)OC=C2C1=O (centres undefined)	-1%
CCCC[C@@H]1C[C@H]1C(NC(=O)c1ccc(C(F)(F)F)cc1)c1ccc(C(=O)OC)cc1 (some centres undefined)	-2%
Cc1ccc(SCC(Cc2ccccc2)N2CCN(CCc3ccccc3)CCC2=O)cc1 (centres undefined)	17%
CCCCCCCC#Cc1ccccc1C(NC(=O)OC)C(C(=O)OC)C(=O)OC (centres undefined)	5%[21 µM]
CCC(Cl)CC(Cl)C(Cl)C(Cl)C(Cl)C(C)Cl (centres undefined)	?
COc1ccccc1C1=Nn2c(nnc2-c2ccccc2O)SC1	11%
CCCCCC(=O)/C=C/[C@H]1[C@H](O)CC(=O)[C@@H]1C/C=C\CCCC(=O)O	1%
COc1ccc([C@H]2[C@H](c3ccccc3)C(=O)N2Cc2ccccc2)cc1COc1ccc(NC(C)=O)cc1	0%
O=C1CCc2cc(S(=O)(=O)Nc3ccncc3)ccc2N1	1%
COC(=O)[C@@]1(Cc2ccc(F)cc2)[C@H]2c3cc(C(=O)N(C)C)n(CCCNc4ccc(C(F)(F)F)cc4Cl)c3C[C@H]2CN1C(=O)c1ccccc1	12%
CC#CCN1c2ccccc2[C@]23C[C@@H](C(=O)OC)N(C(=O)c4cccs4)C2=NC(C(=O)OC)=C(C(=O)OC)[C@H]13	8%[12.3 µM]
CCN1C(=O)[C@H]2[C@@H]3[C@H](O)C=CC(=O)[C@H]3CC[C@H]2C1=O	6%[21 µM]
C=CC1=C2C=C(C3CC3)N(Cc3ccc4c(c3)OCO4)C=C2C(=O)C(C)(OC(=O)c2ccco2)C1=O (centres undefined)	4%[12.3 µM]
CC(C)C[C@@H](CC(=O)N[C@@H](CCC(=O)O)CC(=O)O)NC(=O)[C@@H]1CCCC[C@H]1NC(=O)C[C@@H](NC(=O)C[C@H](CO)NC(=O)[C@@H]1CCCC[C@H]1N)C(C)C	1%
O=S(=O)(CCc1ccccc1)c1nnnn1C1CCCCC1	2%
CCC/C=C(\CCC)C(NC(=O)c1ccccc1)c1ccc(C(=O)OC)cc1 (centres undefined)	1%
COc1cc(OC)c2c(C)cc(=O)oc2c1C(CCN1CCCCC1)c1ccc(N(C)C)cc1 (centres undefined)	21%
Cc1cccc(OC2=NS(=O)(=O)c3ccccc32)c1	2%
COc1ccc(C2Nc3ccccc3C(=O)N2Cc2cccnc2)cc1COc1ccc(NC(C)=O)cc1 (centres undefined)	6%
COc1ccc(C2/C=C\CN(C(=O)C3CCCC3)C(C)C(=O)N2Cc2ccc(F)cc2)cc1 (centres undefined)	9%

structure	TDP1 block
CNC(=O)[C@@]1(C)C=C[C@@H](Cc2ccccc2)N1C(C)=O	1%
O=C1OC2(c3cc(Br)c(O)c(Br)c3Oc3c2cc(Br)c(O)c3Br)c2c(Cl)c(Cl)c(Cl)c(Cl)c21	22%
COc1ccc(S(=O)(=O)Nc2cccc3cccnc23)c(N)c1	2%
Oc1ccc(COc2ccccc2Cl)c2cccnc12	3%
CCCCCCCC1=Cc2ccccc2C(C(C(C)=O)C(=O)OC)N1C(=O)OC (centres undefined)	16%[12.3 µM]
N#CN1CCC(NS(=O)(=O)c2ccc(F)cc2)C1 (centres undefined)	0%
O=C1[C@H]2[C@H]3[C@H](O)[C@H](O)C/C(=N/OCc4ccccc4)[C@H]3CC[C@@H]2C(=O)N1Cc1ccc2c(c1)OCO2	6%[21 µM]
Cc1cc2c(s1)c1cnn(Cc3ccc(C(F)(F)F)cc3)c(=O)c1n2C	-4%
COCC1C2CC[C@H]3C(OCc4ccc(F)cc4C(F)(F)F)OC[C@]4(C)[C@H]3C2=C(CN4C(=O)OC(C)(C)C)[C@H](C)C1COC (some centres undefined)	9%
Cc1cc2c(c(C)c1Cl)C(c1ccc3c(c1)OCO3)CC(O)(c1ccccc1)O2 (centres undefined)	5%
C=CCC(C)(O)c1ccsc1 (centres undefined)	2%
CC(=O)OCC1OC(C#Cc2ccccc2)C=CC1O (centres undefined)	5%[21 µM]
